Neddyl block: inhibitors of human cullin neddylation | TR-FRET cullin neddylation, biochemical | calls only at 25 µM | hit rate 0.58% among 360,000; in the data active = inhibition above about 36%
CSN deneddyl inh: CSN deneddylation inhibition | Q92905 | Purified CSN, SCF-Nedd8-OG deneddylation, fluorescence polarization | inhibition, % at 12.5 µM | hit rate 0.38% among 360,000 | AID 651999;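 active = pattern-corrected inhibition above about 35%, with an unprinted fluorescence ratio check between 0.5 and 1.5, limit read from the data, passing the limit was not always enough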;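 note: 0% = enzyme with substrate and 100% = substrate without enzyme; some results filed as inactive read as strong as hits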
Target sequence (Q92905 whole entry, looked up, one chain of several): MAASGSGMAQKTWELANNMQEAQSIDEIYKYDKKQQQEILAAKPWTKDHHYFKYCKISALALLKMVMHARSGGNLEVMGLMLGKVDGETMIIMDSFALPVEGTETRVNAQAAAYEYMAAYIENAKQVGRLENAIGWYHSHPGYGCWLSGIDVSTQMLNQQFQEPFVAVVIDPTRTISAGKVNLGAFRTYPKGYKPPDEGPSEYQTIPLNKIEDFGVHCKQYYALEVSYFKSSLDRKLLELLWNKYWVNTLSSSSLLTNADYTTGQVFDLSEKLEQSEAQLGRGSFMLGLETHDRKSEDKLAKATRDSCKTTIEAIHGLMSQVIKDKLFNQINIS
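Schedule: reaction 90 min, room temperature / Assay system: HEK293T-derived human Csn5 enzyme / Input: Csn5 at 0.24 nM final / Measure: inhibition of Csn5 cleavage, % / Control set: substrate-only high control, full reaction low control / Technique: fluorescence polarization of the substrate / Buffer or medium: Tris/NaCl/DTT buffer, pH 7.5 / Reagent: SCFSkp2-Nedd8OG substrate at 10 nM final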
Rin1-Abl PPI inh: human Rin1-Abl interaction inhibition. hit rate 0.4% among 360,000. AID 588664. TR-FRET Rin1/Abl binding, biochemical. inhibition, % at 7.35 µM. P00519+Q13671; in the data active = inhibition above about 5%, passing the limit was not always enough
FAS-TE inh: FAS thioesterase (human) inhibition; inhibition, % at 15 µM; P49327; recombinant FAS-TE, OMFH fluorogenic substrate, fluorescence endpoint; AID 602261; hit rate 0.67% among 360,000;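 active = compounds whose normalised, plate-corrected inhibition of enzyme fluorescence in the single-dose primary screen is 50% or more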;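 note: 0% = DMSO with enzyme and 100% = substrate without enzyme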
MsrA act: activates bovine MsrA enzyme. purified bovine MsrA, absorbance read-out. activation, % at 10.6 µM. hit rate 0.3% among 360,000. AID 602163; in the data active = activation above about 7.5%;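 note: 0% = vehicle and 100% = reference activator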
E coli Lon inh: E. coli protease La inhibition; P0A9M0; purified E. coli Lon protease, fluorescence polarization; inhibition, % at 7.94 µM; hit rate 0.42% among 360,000; in the data active = inhibition above about 13%, passing the limit was not always enough;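 note: 0% = enzyme with probe and DMSO and 100% = no enzyme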
MsrA inh: inhibits bovine methionine sulfoxide reductase A. purified bovine MsrA, absorbance read-out. inhibition, % at 15.5 µM. hit rate 0.75% among 360,000; in the data active = inhibition above about 4.5%;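 note: 0% = vehicle wells with enzyme and 100% = reference inhibitor wells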
Tb MetRS inh: Trypanosoma brucei MetRS inhibition. purified T. brucei MetRS, ATP depletion, Kinase-Glo luminescence. hit rate 0.4% among 360,000. AID 624268. inhibition, % at 11.9 µM;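 active = inhibition above a per-plate cutoff of the control wells' mean inhibition plus 3 SD, cut at about 5.5% in these data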;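 note: 0% = DMSO wells median and 100% = median of wells with control inhibitor compound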
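System: purified T. brucei MetRS enzyme / Detection: Kinase-Glo luciferase luminescence reporting remaining unconsumed ATP / Medium: HEPES buffer with MgCl2, KCl, DTT, spermine, BSA, pyrophosphatase / Replication: singlicate, one well per compound / Evaluation: percent inhibition relative to median high and low control wells / Schedule: 2 h aminoacylation at 25 °C after 15 min preincubation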
PABP1 MLLE inh: inhibitors of microRNA-mediated deadenylation, human PABP1 MLLE binding; inhibition, % at 20 µM; P11940; hit rate 0.36% among 360,000; GST-MLLE / FITC-PAM2 fluorescence polarization; in the data active = inhibition above about 35%, passing the limit was not always enough;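 note: plate controls were DMSO wells with GST-MLLE for no effect and wells lacking GST-MLLE protein for full effect; some results filed as inactive read as strong as hits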
Target sequence (P11940 whole entry, looked up): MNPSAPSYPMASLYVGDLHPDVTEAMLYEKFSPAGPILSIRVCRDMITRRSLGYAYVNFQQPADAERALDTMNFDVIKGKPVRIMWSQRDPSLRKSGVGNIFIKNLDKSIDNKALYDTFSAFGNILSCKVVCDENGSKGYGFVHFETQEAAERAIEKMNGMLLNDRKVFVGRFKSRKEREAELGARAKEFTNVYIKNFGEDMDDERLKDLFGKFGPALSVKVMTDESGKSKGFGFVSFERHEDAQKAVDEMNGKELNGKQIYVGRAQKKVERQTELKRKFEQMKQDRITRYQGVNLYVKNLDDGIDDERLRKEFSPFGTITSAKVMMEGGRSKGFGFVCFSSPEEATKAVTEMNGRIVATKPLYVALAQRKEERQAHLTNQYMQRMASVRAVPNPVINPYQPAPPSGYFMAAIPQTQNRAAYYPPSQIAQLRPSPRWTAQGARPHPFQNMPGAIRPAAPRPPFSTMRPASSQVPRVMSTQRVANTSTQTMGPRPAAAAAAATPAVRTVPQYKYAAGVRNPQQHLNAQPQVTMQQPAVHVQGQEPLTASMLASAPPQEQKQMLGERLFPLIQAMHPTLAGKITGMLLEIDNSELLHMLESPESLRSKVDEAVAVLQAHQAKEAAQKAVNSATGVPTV
Active calls of the source: *; i = inactive; nt = no result given; + = active, no number.

entry	Compound	Tb MetRS inh	Neddyl block	MsrA act	MsrA inh	E coli Lon inh	CSN deneddyl inh	FAS-TE inh	Rin1-Abl PPI inh	PABP1 MLLE inh
1	CCC1CCCCN1C(=O)c1ccccc1OC1CCN(S(C)(=O)=O)CC1 (configuration not stated)	-1.0	i	-3	-0.9	-11	0	-4	-2	17
2	CCc1ccc(N2CC(O)=C(c3nc4ccccc4c(=O)[nH]3)C2=N)cc1	0.1	i	-2	0.9	-1	10	4	1	-5
3	COC(=O)CC1COc2ccccc2N1C(=O)c1cccc(C(F)(F)F)c1 (configuration not stated)	-0.2	i	-3	-0.6	-6	7	-4	-2	-4
4	COc1cc(C(=O)Oc2cc(C)[nH]c(=O)c2[N+](=O)[O-])cc(OC)c1OC	-0.2	i	-1	1.1	-5	-3	-6	2	2
5	COc1ccccc1NS(=O)(=O)c1ccc(NC(=O)c2[nH]nc(OC)c2[N+](=O)[O-])cc1	0.7	i	-2	1.0	6	3	-3	-4	1
6	CC(=O)CSc1ncnc2c1cnn2-c1ccccc1	-0.1	i	-3	-0.5	-8	-4	12	-9	14
7	C[C@H]1CN([C@@H](C)CO)C(=O)CCCn2nncc2CO[C@H]1CN(C)C(=O)c1ccncc1	0.5	i	-2	-0.3	7	-7	-10	4	1
8	COc1cccc(CNC(=O)C(=O)NCC(c2ccco2)N2CCOCC2)c1 (configuration not stated)	0.4	i	-2	-0.4	14	0	-3	0	-9
9	COc1ccccc1S(=O)(=O)Cc1ccc(C(=O)N2CCOCC2)o1	-0.4	i	-2	-0.5	-8	-3	-3	0	1
10	COc1ccc(OCc2nnc(SCC(=O)Nc3ccc(C)cc3)o2)cc1	-1.0	i	-9	0.5	0	-4	-1	0	5
11	O=C(NC1CCCCCC1)C1c2ccccc2C(=O)N1Cc1cccnc1 (configuration not stated)	0.2	i	-1	0.6	14	-11	-4	-1	6
12	CC(=O)Nc1cc2c(cc1Cl)-c1ccccc1C2O (configuration not stated)	-0.3	i	-1	0.4	-23	1	-3	3	14
13	O=C(CCNS(=O)(=O)c1ccc(Br)cc1)NCCc1ccccc1	0.3	i	-2	0.0	3	1	-1	0	-2
14	COc1ccc(S(=O)(=O)NCC(=O)N(CC(=O)NCC2CCCO2)Cc2ccccc2)cc1 (configuration not stated)	-0.1	i	-3	0.4	-3	-1	-4	-1	1
15	O=C(CN1CCN(C(=O)c2ccco2)CC1)Nc1ccc(Cl)c(S(=O)(=O)N2CCOCC2)c1	0.3	i	-2	0.2	-1	-3	-2	2	-18
16	CCN1C(=O)[C@H]2[C@@H](c3ccc(OC)cc3)N[C@]3(CCCN(Cc4ccco4)C3=O)[C@H]2C1=O	-1.0	i	-4	-0.3	-7	1	-10	2	-2
17	[O-][n+]1cccc(C(O)c2ccccc2)c1 (configuration not stated)	0.2	i	5	0.5	0	-2	-6	-2	-17
18	COc1ccc(-c2noc(CN(C(=O)c3c(-c4ccccc4Cl)noc3C)C(C)C)n2)cc1	-1.4	i	-5	0.4	6	-5	16	2	4
19	CCOCCCNc1nc2nc3ccc(C)cn3c(=O)c2cc1C(=O)NCC1CCCO1 (configuration not stated)	-0.3	i	-4	0.2	-2	-13	-4	-1	5
20	COc1cccc(OC)c1NC(=O)c1ccc(-c2cc(Cl)ccc2Cl)o1	0.6	i	-2	-0.2	2	6	17	0	10
21	CCOC(=O)C1(S(=O)(=O)c2ccc(Cl)cc2)CCN(Cc2ccc(Cl)cc2)CC1	-0.9	i	-1	-0.1	3	39	26	1	28
22	Cc1ncc([N+](=O)[O-])n1CC(=O)Nc1ccccc1	2.1	i	-7	0.1	10	4	-10	-1	3
23	C[C@@H]1CN([C@@H](C)CO)C(=O)c2cc(Br)cnc2O[C@H]1CN(C)C(=O)Nc1ccccc1	-0.2	i	-1	-0.7	-3	2	-6	1	2
24	C=CCn1c(Sc2ncc([N+](=O)[O-])s2)n[nH]c1=O	-0.1	i	-4	0.8	5	1	-2	0	6
25	O=C(C(=O)N1CCN(c2ccccc2)CC1)c1c[nH]c2ccccc12	6.7*	i	-7	1.2	-6	2	-4	-4	1
26	CC(=O)c1c(C(=O)O)[nH]c(C(=O)O)c1C	0.3	i	0	1.5	-2	-3	-7	-2	-6
27	CC1CCCCC1NC(=O)c1nn(C)c2c1CS(=O)(=O)c1ccccc1-2 (configuration not stated)	0.0	i	-1	-1.0	1	1	6	1	-2
28	O=C(c1ccccc1NS(=O)(=O)c1ccc(Br)cc1)N1CCOCC1	0.5	i	-2	-1.9	6	0	-6	1	10
29	COc1ccc(C(=O)NNC(=O)C2CC=CCC2)cc1 (configuration not stated)	-1.1	i	-3	-0.4	-9	-3	-4	-2	-2
30	O=C(O)c1cn[nH]c1-n1cnnn1	-0.2	i	-11	-0.7	5	3	-12	0	4
31	CCOC(=O)C1CCCN(C(=O)c2cn(C)c(=O)c3cc(OC)c(OC)cc23)C1 (configuration not stated)	-0.4	i	-2	0.0	4	0	-4	25*	-13
32	O=C(Cn1nc(-c2ccccc2)ccc1=O)NCCCN1CCOCC1	-0.3	i	-5	0.5	6	0	-7	-2	-5
33	Clc1ccc(SCc2nc3ccccc3[nH]2)cc1	17*	i	-3	0.7	-9	2	2	0	12
34	Cc1cc(C(=O)NN=C(CCC(=O)O)c2cccs2)c(C)o1	-0.2	i	-1	0.6	-5	-6	-1	0	3
35	COc1cccc(NC(=S)N(CCCN2CCCC2)Cc2ccco2)c1	-0.4	i	1	1.2	-12	-2	-4	3	7
36	COc1ccc(CCNC(=O)C2(C)CCC(=O)N2Cc2ccc(F)cc2Cl)cc1OC (configuration not stated)	-0.7	+	-3	0.3	-2	0	-1	-1	7
37	NC(=O)NNC(=S)Nc1cccc2ccccc12	-0.7	i	-3	1.3	8	6	-4	-5	-1
38	COC(CNC(=O)C(=O)Nc1ccc2c(c1)N(S(=O)(=O)c1cccs1)CCC2)OC	0.3	i	-3	1.7	-7	0	6	3	10
39	Cn1cc(CCC(=O)N2CCCC(Nc3ccc(F)cc3)C2)cn1 (configuration not stated)	-0.4	i	-3	0.0	-3	1	-7	2	7
40	CN1CCC(OC(c2ccccc2)c2ccc(Cl)cc2)C1 (configuration not stated)	-0.5	i	-4	0.5	-7	1	-6	5	-6
41	CSC1=NCCN1C(=O)c1cccc(Br)c1	0.2	i	-3	-1.0	4	0	-4	-1	-9
42	COc1ccc(NC(=O)CSC(C)c2nc3ccccc3c(=O)[nH]2)cc1 (configuration not stated)	-0.3	i	-2	0.3	-3	-1	-2	0	9
43	CN(C1CCCCC1)S(=O)(=O)c1ccc(C(=O)Nc2sc3c(c2C(N)=O)CC(C)(C)NC3(C)C)cc1	-0.2	nt	1	-0.3	-2	3	-9	-2	-2
44	COC(=O)c1ccc(C2C(C#N)=C(N)Oc3cc(O)ccc32)cc1 (configuration not stated)	-1.4	i	-5	-0.6	-16	7	12	-1	-14
45	Cc1cc(=O)[nH]c(N/N=C/c2cccs2)n1	0.1	i	-3	0.5	-2	0	-8	3	12
46	O=C(O)c1cnccn1	-0.2	i	-1	1.2	1	-4	-2	-5	13
47	C=CCNC(=O)/C(C#N)=C/c1ccc(OS(=O)(=O)c2ccc(C)cc2)c(OC)c1	-0.2	i	-6	-0.3	-3	-13	20	0	-19
48	COc1ccc(N(C(=O)c2ccco2)S(=O)(=O)c2cccc([N+](=O)[O-])c2)cc1	-1.2	i	0	-1.1	-10	1	33	-1	11

Compound profiles, as listed above. Screens in order: Tb MetRS inh	Neddyl block	MsrA act	MsrA inh	E coli Lon inh	CSN deneddyl inh	FAS-TE inh	Rin1-Abl PPI inh	PABP1 MLLE inh
Profile of CN1CCC(OC(c2ccccc2)c2ccc(Cl)cc2)C1 (configuration not stated) → -0.5	i	-4	0.5	-7	1	-6	5	-6
Profile of NC(=O)NNC(=S)Nc1cccc2ccccc12 → -0.7	i	-3	1.3	8	6	-4	-5	-1

Additional results
entry	Compound	Tb MetRS inh	Neddyl block	MsrA act	MsrA inh	E coli Lon inh	CSN deneddyl inh	FAS-TE inh	Rin1-Abl PPI inh	PABP1 MLLE inh
49	CS(=O)(=O)N(CC(=O)N1CCCC1)c1ccc(OCc2ccccc2)cc1	-0.3	i	-1	1.6	5	2	1	-4	3
50	COc1cc(C(O)P(=O)(OC(C)C)c2ccc(N(C)C)cc2)cc(OC)c1OC (configuration not stated)	-0.6	i	-3	0.7	-14	2	-5	-3	2
51	CCOC(=O)C1CCCN(C(=O)c2ccc([N+](=O)[O-])c(C)c2)C1 (configuration not stated)	-1.1	i	-8	0.5	-8	-10	-2	-3	6
52	N#C/C=C/N1CCN(C(=O)c2ccco2)CC1	-0.2	i	-3	0.1	1	4	-4	4	11
53	Cn1c(Cc2ccccc2)nnc1SCc1ccc(C(=O)O)cc1	-0.7	i	0	-0.8	-22	-5	-7	-5	0
54	Cc1ccc(CNc2nc(C)c(C(=O)N(C)C)s2)cc1	-0.6	i	-2	-0.3	1	1	-2	0	-53
55	CCC(CC)c1nnc(NC(=O)CCc2ccc(OC)cc2)s1	-1.8	i	-3	-0.5	-3	-5	5	0	5
56	N=C1/C(=C\c2ccc(-c3cc(Cl)cc(Cl)c3)o2)C(=O)N=C2SC=C(c3ccccc3)N12	0.6	i	-1	-0.9	-27	5	17	1	-6
57	CCN(CC)C(=O)CN1C(=O)NC2(CCc3ccccc3C2)C1=O (configuration not stated)	-0.3	i	-1	-0.3	15	2	0	1	-6
58	CCOC(=O)c1cc2c(=O)n3ccccc3nc2n(Cc2ccccc2)c1=N	-0.1	nt	1	0.5	-3	-3	18	-4	-3
59	CCOC(=O)c1c(C)[nH]c(C(=O)CN2C(=O)NC(C)(C)C2=O)c1C	-0.5	i	-2	-1.2	-13	-2	-5	1	-2

Values by screen from the list:
Nos. 12–23 in FAS-TE inh, in turn: -3, -1, -4, -2, -10, -6, 16, -4, 17, 26, -10, -6

Source: PubChem
